Screening results: PubChem, several laboratories
CAL PDZ FP-1: inhibitors of human CAL PDZ peptide binding | Q9HD26 | purified CAL PDZ, TMR-peptide fluorescence polarization, 1 h | inhibition, % at 20 µM | 0.02% of 330,000 active | AID 504414;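 active = highest replicate inhibition of at least 40%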;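 note: plate controls were DMSO neutral control wells for no effect and unlabeled competitor peptide control wells for full effect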
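Material: tagged CAL PDZ domain; buffer or medium: 25 mM sodium phosphate pH 7.4, 150 mM NaCl, TCEP, IgG, Thesit; compound dosing: single point, 20 µM; schedule: 1 h incubation at room temperature before polarization reading; measured by: FP readout, S and P plane fluorescence; read-out basis: percent inhibition from loss of millipolarization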
Wnt act: activates Wnt/beta-catenin signaling in a reporter cell assay; activator, plate reader; activation, % at 9.35 µM; 1.2% of 300,000 active; AID 743398; in the data active = activation above about 30%, passing the limit was not always enough;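 note: 0% = neutral control wells and 100% = positive control wells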
Tat export inh: inhibitors of E. coli Tat protein transport; E. coli MC4100 TorA-mCherry Tat export, fluorescence; inhibition, % at 10 µM; 0.036% of 340,000 active; AID 488895;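 active = mean replicate inhibition at least 50% and at least half of replicates individually reaching 50%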;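 note: exported cargo escapes ClpAP degradation while cytoplasmic cargo is degraded and loses fluorescence; 0% = median of neutral control wells and 100% = median of NaSCN control wells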
AddAB inh: less growth of phage-infected E. coli with AddAB. E. coli expressing H. pylori AddAB, absorbance growth. inhibition, % at 11.9 µM. 0.29% of 330,000 active. AID 435030; in the data active = inhibition above about 12%;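 note: 0% = vehicle wells of infected cells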
SR-BI DiI inh: blocks mouse SR-BI lipid uptake from DiI-HDL; ldlA[mSR-BI] CHO cells, DiI-HDL uptake fluorescence, 3 h; 0.96% of 320,000 active; inhibition, % at 12.5 µM; AID 488896; Q61009;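 active = mean replicate inhibition of at least 70% and a set share of replicates each scoring 70 or more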;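 note: 0% = median of neutral control wells and 100% = median of positive control wells; values of inactives mirror those of a sister screen read the other way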
Target sequence (Q61009 whole entry, looked up): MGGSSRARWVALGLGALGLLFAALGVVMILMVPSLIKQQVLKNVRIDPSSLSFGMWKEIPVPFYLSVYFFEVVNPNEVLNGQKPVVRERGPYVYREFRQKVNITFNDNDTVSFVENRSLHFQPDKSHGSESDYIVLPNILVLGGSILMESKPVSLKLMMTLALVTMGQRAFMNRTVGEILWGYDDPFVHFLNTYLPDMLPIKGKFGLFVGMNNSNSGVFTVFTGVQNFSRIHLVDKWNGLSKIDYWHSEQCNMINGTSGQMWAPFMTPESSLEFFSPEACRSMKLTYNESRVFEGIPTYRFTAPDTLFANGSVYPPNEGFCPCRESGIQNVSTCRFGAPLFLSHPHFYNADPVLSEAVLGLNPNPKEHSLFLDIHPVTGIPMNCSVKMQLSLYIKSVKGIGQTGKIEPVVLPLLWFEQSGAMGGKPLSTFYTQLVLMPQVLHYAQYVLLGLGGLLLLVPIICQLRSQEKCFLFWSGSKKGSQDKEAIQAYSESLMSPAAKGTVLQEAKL
phage Ecoli inh: E. coli growth loss with phage present. growth absorbance. inhibition, % at 11.9 µM. 0.26% of 360,000 active. AID 651602; in the data active = inhibition above about 11%
CAL PDZ FP-2: inhibitors of human CAL PDZ peptide binding; Q9HD26; purified CAL PDZ, TMR-peptide fluorescence polarization, 1 h; inhibition, % at 24.9 µM; 0.92% of 300,000 active; AID 602252;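 active = mean inhibition of at least 30% with at least half of replicates also reaching 30%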;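 note: 0% = DMSO neutral control and 100% = excess unlabeled competitor peptide PRC23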
SR-BI uptake up: activators of SR-BI mediated HDL lipid uptake. CHO ldlA[mSR-BI] cells, DiI-HDL uptake fluorescence, 3 h; 100 = double the neutral-control signal. activation, % at 12.5 µM. 0.096% of 320,000 active. AID 504775;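 active = mean replicate activation of at least 60% and every replicate at or above 60%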;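 note: 0% = median plate neutral-control signal and 100% = twice that signal; values of inactives mirror those of a sister screen read the other way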
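Material – SR-BI-overexpressing, LDLR-lacking CHO cells · Medium – BSA-supplemented, HEPES-buffered Ham's F12, pH 7.4 · Doses – single concentration · Times – compound with DiI-HDL co-incubation, 3 h at 37 °C · Measured by – bottom-read fluorescence, 550/595 nm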
Ecoli viability: reduces bacterial viability in AddAB counter-screen | E. coli V3065 growth, OD600 absorbance, 18 h | inhibition, % at 11.9 µM | 0.27% of 330,000 active;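 active = inhibition above the campaign's mean inhibition across all tested compounds plus 3 SD, cut at about 9.9% in these data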;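 note: uninfected addAB+ strain grown without phage in ampicillin broth; 0% = DMSO wells and 100% = ciprofloxacin 0.95 µg/ml wells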
MITF TRPM1 HTS: activators of MITF-driven TRPM1 promoter activity in SK-MEL-5 cells | SK-MEL-5 TRPM1-promoter luciferase, 24 h; % of positive control, neutral wells = 0 | activation, % at 12.5 µM | 0.75% of 300,000 active | AID 588334;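 active = mean activation of at least 80% with every replicate also reaching 80%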;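 note: 0% = neutral control wells and 100% = parthenolide positive control wells; values of inactives mirror those of a sister screen read the other way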
* marks the source's active call; other numbers are inactive results; . = not tested or not shown. An excerpt; count on the stated rates, not on these rows.

SMILES | CAL PDZ FP-1 | Wnt act | Tat export inh | AddAB inh | SR-BI DiI inh | phage Ecoli inh | CAL PDZ FP-2 | SR-BI uptake up | Ecoli viability | MITF TRPM1 HTS
CC1CC2(C)C(CCC3C2CCC2(C)C(OP(=O)(N4CC4)N4CC4)CCC32)CC1=O (centres undefined) | -1.4 | -2 | 4 | . | -13 | 3.3 | -5 | 13 | . | -3
O=[N+]([O-])c1cc(F)c(N2CCCC2)cc1Br | -1.0 | -13 | -9 | -3.1 | 5 | 3.1 | 0 | -5 | -1.7 | 11
Cc1cccc(-n2c(O)c(/C=C3/C(c4ccccc4)=Nc4ccccc43)c(=O)[nH]c2=O)c1 | -1.0 | -3 | 2 | 0.8 | . | 3.5 | -4 | . | 2.5 | 12
COc1cccc(CN2CCN(C(=O)COc3ccc4ccccc4c3)CC2)c1 | -1.1 | . | 11 | 3.9 | 86* | 3.0 | 8 | -86 | -0.1 | -5
N#CC[N+]1(CCCNP2(=O)C=C(c3ccccc3)OC(c3ccccc3)=C2)CCOCC1 | -3.1 | 0 | 2 | 1.6 | -6 | 0.5 | -1 | 6 | 1.5 | 9
C=CCN1C(=O)NC(=O)/C(=C/C=C/c2ccccc2)C1=O | -1.5 | 3 | -5 | . | -42 | 0.6 | -3 | 42 | . | -94
Cc1noc(C)c1CSCC(=O)Nc1ccc(C#N)c(Cl)c1 | 1.0 | -2 | 1 | -0.2 | 8 | 4.5 | -2 | -8 | 1.1 | 6
CCn1cc(C(=O)c2ccccc2)c2ccccc21 | -2.8 | . | -10 | 0.3 | 26 | 4.2 | . | -26 | -1.6 | 4
Cc1nn(Cc2ccccc2)c(Cl)c1C(=O)OCC(=O)NCC1CCCO1 (centres undefined) | -0.8 | -1 | 9 | 2.2 | -5 | 2.5 | -2 | 5 | 3.3 | -10
CN1C(=O)C(=Cc2cn(CC(=O)N3CCCCC3)c3ccccc23)C(=O)N(C)C1=O | -2.8 | . | 0 | -1.9 | . | . | -2 | . | -2.0 | 11
CCC1(CC(C)c2ccccc2)C(=O)NC(=O)NC1=O (centres undefined) | -0.5 | -4 | -5 | . | -5 | 3.7 | 2 | 5 | . | 5
Cc1nc(SCc2c(Cl)cccc2Cl)nc(OC(=O)N(C)C)c1C | -2.2 | -1 | 11 | 3.9 | 27 | 1.0 | -2 | -27 | -0.4 | .
COC(=O)c1ccc(NC(=O)CSc2nc3ccc(N4C(=O)C5C6C=CC(C6)C5C4=O)cc3s2)cc1 (centres undefined) | -2.7 | -1 | 7 | 3.2 | 52 | 3.6 | -4 | -52 | -1.9 | -61
O=c1[nH]c(=O)n(Cc2ccco2)c(O)c1C=NCc1ccc2c(c1)OCO2 | -1.1 | -4 | 6 | 2.6 | -9 | 2.1 | -2 | 9 | 0.2 | -6
CCCn1ncc(CN2CCCC(C(=O)c3cccc(OC)c3)C2)c1C (centres undefined) | -1.3 | -2 | -1 | 2.2 | 3 | 6.4 | -6 | -3 | -3.0 | 8
COC(=O)C1=C(c2ccc(-c3ccccc3)c(F)c2)C[C@@H]2CC[C@H]1N2C(=O)N1CCC(O)CC1 | -1.2 | -3 | 3 | -0.6 | -6 | 3.5 | -2 | 6 | -2.3 | -17
CN1C(=O)C(C)(C2=CCCCC2)C(=O)NC1=S (centres undefined) | -0.2 | -3 | -1 | . | 12 | 0.2 | 4 | -12 | . | -4
CC(C)CCNC(=O)c1cc(C(=O)c2cc(F)ccc2O)cn(CCC(C)C)c1=O | 0.9 | -1 | 1 | 1.0 | 34 | 4.9 | -1 | -34 | 0.2 | -17
Cn1c(O)c(C2=NN(C(=O)CCl)C(c3ccccc3)C2)c(=O)n(C)c1=O (centres undefined) | 1.6 | 1 | -9 | 1.5 | -17 | -0.7 | -4 | 17 | 3.5 | .
CC(C)[C@H]1C(=O)O[C@@H]2CCN3CC=C(COC(=O)[C@](C)(O)[C@]1(C)O)[C@H]23 | 0.2 | -2 | -11 | -0.9 | -21 | 2.4 | -3 | 21 | -2.0 | 3
Nc1ccc(-c2ccccc2)cc1 | 1.3 | 5 | -3 | . | 2 | 2.9 | -1 | -2 | . | 38
Fc1ccc(CN2CCN(c3ccc(Cl)cc3)CC2)cc1 | -1.8 | -2 | 6 | 2.9 | -16 | 3.6 | 8 | 16 | -0.1 | 6
CCCC(C)C1(CC)C(=O)NC(=O)N=C1N (centres undefined) | -1.9 | 0 | -4 | 2.2 | -1 | 2.3 | -2 | 1 | -1.8 | -5
COC(=O)C1=C(c2ccc(Cl)c(C(F)(F)F)c2)C[C@@H]2CC[C@H]1N2C(=O)NCCOc1ccc(OC)cc1 | -0.2 | . | 26 | -0.8 | 38 | . | 1 | -38 | -2.1 | -8
O=C(COC(=O)Cc1ccccc1)Nc1ccc(SC(F)F)cc1 | -4.4 | -5 | 6 | 4.9 | -6 | 5.5 | -4 | 6 | -0.8 | 0
Cc1ccc(NC(=S)NCCc2cnc[nH]2)cc1C | 0.4 | 0 | -12 | 4.1 | 4 | 1.6 | -5 | -4 | 2.9 | 2
Cc1ccc2c(c1)C1CN(C)CCC1N2C(=O)CCCN1C(=O)c2cccc3cccc(c23)C1=O (centres undefined) | -1.3 | 3 | -7 | -2.0 | -1 | 1.9 | -1 | 1 | -2.0 | -8
Nc1ccc(Cc2ccc(N)c(Cl)c2)cc1Cl | 0.2 | 1 | -8 | . | -1 | 2.6 | -5 | 1 | . | 12
Cc1ccc(C(=O)Nc2ccc(-n3ccnc3P(=O)(O)c3ccccc3)cc2)cc1 | -0.2 | -3 | 2 | 0.7 | 2 | 1.7 | 1 | -2 | -1.6 | 9
CCCCSC1=NN1c1nc(N)nc(C)c1CC | 0.0 | 2 | -3 | 1.6 | -21 | 2.2 | 16 | 21 | 0.2 | -2
COc1ccccc1CCNC1CCC(C(C)(C)C)CC1 (centres undefined) | 0.1 | -3 | 2 | 3.4 | 13 | 5.6 | 0 | -13 | 2.2 | 0
O=C(N=Nc1c(O)[nH]c(=O)[nH]c1=O)C1COc2cc3ccccc3cc2O1 (centres undefined) | 0.0 | -1 | 4 | 2.8 | -31 | 3.9 | 2 | 31 | -0.6 | 7
CCCCCn1c(NC(=O)c2ccco2)c(C(=O)OCC)c2nc3ccccc3nc21 | -1.9 | . | 2 | 0.9 | 16 | . | -3 | -16 | -0.9 | 7
Cc1cc(O)c(CN2CCN(c3ccccc3)CC2)cc1C | -0.9 | . | 1 | 0.6 | 58 | 4.5 | -6 | -58 | -2.0 | 2
Cc1ccc(/C=C2\C(=O)NC(=S)N(c3cccc(F)c3)C2=O)o1 | -1.2 | -1 | 4 | -2.4 | 5 | 2.2 | -7 | -5 | -0.8 | .
N#CCCn1cc(C(=O)Nc2ccc([N+](=O)[O-])cc2)c(-c2ccccc2)n1 | -0.3 | -1 | -14 | 1.2 | 9 | 2.8 | 10 | -9 | 2.3 | -7

Random excerpt: 3 entries already listed.
SMILES | CAL PDZ FP-1 | Wnt act | Tat export inh | AddAB inh | SR-BI DiI inh | phage Ecoli inh | CAL PDZ FP-2 | SR-BI uptake up | Ecoli viability | MITF TRPM1 HTS
Nc1ccc(Cc2ccc(N)c(Cl)c2)cc1Cl | 0.2 | 1 | -8 | . | -1 | 2.6 | -5 | 1 | . | 12
COc1ccccc1CCNC1CCC(C(C)(C)C)CC1 (centres undefined) | 0.1 | -3 | 2 | 3.4 | 13 | 5.6 | 0 | -13 | 2.2 | 0
Cc1ccc(NC(=S)NCCc2cnc[nH]2)cc1C | 0.4 | 0 | -12 | 4.1 | 4 | 1.6 | -5 | -4 | 2.9 | 2

The list goes on.
SMILES | CAL PDZ FP-1 | Wnt act | Tat export inh | AddAB inh | SR-BI DiI inh | phage Ecoli inh | CAL PDZ FP-2 | SR-BI uptake up | Ecoli viability | MITF TRPM1 HTS
C[N+]1(C)CCN(c2ccccc2)CC1 | 0.3 | -2 | 5 | 0.2 | 14 | 5.2 | 2 | 2 | 0.4 | 5
NNc1n[nH]c(=S)n1N | 0.9 | -1 | -8 | -0.9 | -30 | 3.1 | -2 | 30 | -0.5 | .
CC(=O)N(C1=NCCCS1)c1ccc(F)cc1 | -0.8 | . | 5 | 0.5 | -7 | 2.6 | . | 7 | 2.9 | 0
O=[N+]([O-])c1cc([As](=O)(O)O)ccc1O | 1.2 | -4 | 7 | -0.8 | -15 | 2.4 | -1 | 15 | -0.1 | -6
CC(=O)c1ccc(OCC(=O)N2CCCC(N3CCN(c4ccccc4C)CC3)C2)cc1 (centres undefined) | -0.5 | -1 | 5 | 2.8 | 37 | 1.4 | -3 | -37 | -0.1 | -5
CCCn1cc(C(=O)O)cn1 | -0.8 | -11 | 11 | 2.8 | -24 | 3.1 | 2 | 24 | 0.4 | -1
Cc1ccc(-n2c(O)c(C=NC3CCCC3)c(=O)[nH]c2=O)c(C)c1 | 0.0 | . | -2 | 1.8 | -3 | 0.2 | 49* | 3 | -0.3 | 3
Cc1ccc2c(c1)[C@@H]1CN(C)CC[C@@H]1N2C(=O)Nc1cccc(C(F)(F)F)c1 | -2.0 | . | -4 | 0.6 | -20 | 2.0 | . | 20 | -2.3 | -13
C[C@]1(O)CCC2C3CC[C@@H]4CC(=O)CC[C@]4(C)C3CC[C@@]21C (some centres undefined) | -1.5 | -2 | 0 | -0.4 | -13 | 2.4 | -7 | 13 | 0.6 | 2
Cc1nc(C)c(C(=O)NN=Cc2ccc(N(CCCl)CCCl)cc2)s1 | 0.1 | -1 | -6 | . | 12 | -0.4 | -4 | -12 | . | 1
COc1ccc(OC)c(CC(=O)O)c1 | -1.6 | . | 0 | 2.2 | 17 | 3.4 | . | -17 | -1.8 | -8
Cc1[nH]c2ccccc2c1C(=O)C(=O)N1CC2CC(C1)c1cccc(=O)n1C2 (centres undefined) | -4.0 | 0 | -4 | 0.5 | -8 | 0.8 | 5 | 8 | 0.9 | 4
CC1CCC(C(=O)NC(C(=O)N2CCC3(CC2)OCCO3)C(C)C)CC1 (centres undefined) | 0.1 | . | 6 | 1.2 | -37 | 0.2 | -2 | 37 | 0.1 | .
CCC(C(=O)N1CCC2(CC1)OCCO2)n1c2ccccc2c2nc(=O)cc(C)n21 (centres undefined) | 0.1 | -1 | 0 | 2.5 | -11 | 0.9 | 4 | 11 | 1.6 | -8
CCCCCn1c(=O)c(C(=O)Nc2ccccc2)c(O)c2ccccc21 | -0.9 | 4 | -5 | 1.7 | 62 | 2.6 | -2 | -62 | -0.2 | .
C#CC[N+]1(C)[C@@H]2CC[C@H]1CC(OC(=O)C(CO)c1ccccc1)C2 (some centres undefined) | . | -2 | -4 | 0.7 | -29 | 1.9 | 2 | 29 | -0.5 | -3
Nc1ccc([N+](=O)[O-])cc1 | 0.8 | 1 | -1 | 1.7 | -14 | 0.6 | 0 | 14 | -0.7 | -5
O=C(C1CCN(S(=O)(=O)N2CCOCC2)CC1)N1CCC2(CC1)OCCO2 | 0.3 | -5 | -2 | 1.6 | -24 | 3.0 | -2 | 24 | 0.6 | -1
COC(=O)C1=C(c2cc3ccccc3s2)C[C@@H]2CC[C@H]1N2C(=O)NCC1CC1 | -2.6 | -5 | 9 | 0.3 | 4 | 2.2 | -3 | -4 | -1.1 | 7
